Source: PubChem
MITF TRPM1 inh: reduces MITF-dependent TRPM1 promoter luciferase signal; SK-MEL-5 TRPM1 promoter luciferase, 24 h; inhibition, % at 12.5 µM; 330,000 compounds, 0.83% hits; AID 488899;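 active = mean inhibition across replicates of 60% or more, whatever share of single replicates reaches that level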; also: values of inactives mirror those of a sister screen read the other way
Vif imaging: HIV Vif inhibition; HEK293T cells, Vif self-association by quenched fluorescence, imaging, 24 h; inhibition, % at 7.49 µM; 340,000 compounds, 0.35% hits; AID 602346; in the data active = inhibition above about 50%, passing the limit was not always enough; also: some results filed as inactive read as strong as hits
Peg3 prom inh: reduces Peg3 promoter-driven luciferase expression in HeLa. HeLa PEG-Prom luciferase reporter, luminescence, overnight. inhibition, % at 20 µM. 360,000 compounds, 1.7% hits;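 active = inhibition of at least 50% at 20 µM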
NR2E3 ag-1: NR2E3 (human) agonism; Q9Y5X4; GST-NR2E3/biotin-RetCOR TR-FRET, 1536-well; inhibition of corepressor binding, % at 4.78 µM; 320,000 compounds, 0.12% hits; AID 2300;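 active = percent inhibition above the cutoff of mean plus 3 SD of all tested compounds, set per screening campaign, cut at about 20% in these data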;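 also: 0% = DMSO wells and 100% = biotin wells as full block of FRET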
Target sequence (Q9Y5X4 whole entry, looked up): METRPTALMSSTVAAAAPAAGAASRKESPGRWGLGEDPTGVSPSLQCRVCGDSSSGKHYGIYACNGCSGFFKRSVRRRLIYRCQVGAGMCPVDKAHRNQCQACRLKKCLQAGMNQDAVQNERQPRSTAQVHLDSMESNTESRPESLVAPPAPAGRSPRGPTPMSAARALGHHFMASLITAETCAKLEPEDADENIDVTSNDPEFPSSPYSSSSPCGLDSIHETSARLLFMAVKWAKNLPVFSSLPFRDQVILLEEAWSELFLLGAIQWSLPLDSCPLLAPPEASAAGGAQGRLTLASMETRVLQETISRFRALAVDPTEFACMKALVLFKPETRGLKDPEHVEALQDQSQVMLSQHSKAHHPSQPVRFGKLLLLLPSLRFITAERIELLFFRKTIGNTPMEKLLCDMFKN
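Test system: GST-NR2E3 and biotin-RetCOR proteins | Quantity: 1.35 nM GST-tagged NR2E3 final | Medium: Tris pH 7.5 | Also added: 7 nM biotin-RetCOR | Dosing: Compound at 4.8 µM, single dose | Timing: 5 h at 4 °C | Detection: Time-resolved FRET | Read-out basis: Percent inhibition | Benchmarks: Biotin wells as high control, 0.6% DMSO wells as low control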
PDI inh: blocks human protein disulfide isomerase activity; AID 588391; 350,000 compounds, 0.052% hits; P07237; inhibition, % at 10 µM; PDI insulin aggregation turbidity, A650, 90 min;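 active = mean inhibition across replicates of 30% or more, whatever share of single replicates reach that level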;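 also: absorbance from insulin aggregation driven by PDI reduction with DTT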
Target sequence (P07237 whole entry, looked up): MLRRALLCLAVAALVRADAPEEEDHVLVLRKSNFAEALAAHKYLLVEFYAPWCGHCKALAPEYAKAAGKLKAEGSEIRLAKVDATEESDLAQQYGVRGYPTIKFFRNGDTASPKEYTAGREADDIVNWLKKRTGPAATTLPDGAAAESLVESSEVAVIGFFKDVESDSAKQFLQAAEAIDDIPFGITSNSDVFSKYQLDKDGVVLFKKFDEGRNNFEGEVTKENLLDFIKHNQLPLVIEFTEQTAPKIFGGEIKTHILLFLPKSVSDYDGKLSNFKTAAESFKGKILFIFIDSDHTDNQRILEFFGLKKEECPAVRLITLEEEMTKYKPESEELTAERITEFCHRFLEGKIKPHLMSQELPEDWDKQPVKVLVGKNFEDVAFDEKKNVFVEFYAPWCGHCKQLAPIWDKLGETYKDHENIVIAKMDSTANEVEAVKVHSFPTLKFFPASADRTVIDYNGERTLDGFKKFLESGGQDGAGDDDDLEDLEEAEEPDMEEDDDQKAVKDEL
NR2E3 ag-2: agonists of human NR2E3 nuclear receptor; CHO-S Gal4-NCOR/VP16-NR2E3 two-hybrid, luciferase; inhibition of corepressor binding, % at 3.98 µM; 360,000 compounds, 0.35% hits; AID 602229;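 active = inhibition above the mean of all tested compounds plus 3 SD, cut at about 70% in these data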;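 also: 0% = DMSO with NR2E3 transfected cells and 100% = cells lacking NR2E3 construct; higher means lower luciferase signal from less NR2E3 corepressor binding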
HIF-2a block: inhibitors of HIF-2a. 786-0 RCC cells HIF-2a reporter, luciferase luminescence, overnight. inhibition, % at 18.8 µM. 360,000 compounds, 0.72% hits. AID 624352;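 active = inhibition of the luminescence signal of 40% or more relative to plate controls, in a single-dose primary screen at 18.75 µM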
iPSC survival up: hiPSC single-cell survival enhancement; ATPlite luminescence; 100% = ROCK inhibitor wells, 0% = DMSO; survival enhancement, % at 20 µM; 360,000 compounds, 0.044% hits; in the data active = survival enhancement above about 18%;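 also: cells exposed to compounds for 16 hours before the ATP read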
Exocytosis inh: lytic granule exocytosis inhibition; TALL-104 LAMP-1 surface exposure, flow cytometry; cells stimulated with thapsigargin and PMA; inhibition, % at 10 µM; 360,000 compounds, 0.66% hits;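 active = inhibition above about 55%, limit read from the data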
CaV13 ICDI inh: Disruptors of the CACNA1D IQ motif to Ca2+-dependent inactivation inhibitor domain association, primary screening, Förster resonance energy transfer in intact living …; AID 743397; HEK cells, CFP/YFP FRET ICDI-IQ, plate reader, 10 min; percent FRET-ratio fall versus neutral wells; 340,000 compounds, 0.098% hits; inhibition, % at 12.3 µM;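 active = mean replicate inhibition of at least 30% and at least 1% of replicates passing that level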;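 also: 0% = median of the neutral control wells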
aDG glyco act: alpha-DG glycosylation activation; Pro5-aDG cells, alpha-DG glycosylation AlphaScreen (IIH6); 0% Pro5, 100% B10-LARGE cell signal; activation, % at 10 µM; 360,000 compounds, 0.22% hits; AID 624168;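 active = activation of at least 8% versus controls, or a plate z-score of at least 8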;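 also: Pro5 are CHO cells carrying HIG-tagged alpha-DG that lacks glycosylation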
Active calls of the source: *; . = not tested or not shown. Rows were taken by chance; 3.5% or so of the library scored in one or more.

SMILES	MITF TRPM1 inh	Vif imaging	Peg3 prom inh	NR2E3 ag-1	PDI inh	NR2E3 ag-2	HIF-2a block	iPSC survival up	Exocytosis inh	CaV13 ICDI inh	aDG glyco act
FC(F)(F)c1ccc(Oc2ccc3ccccc3c2Br)nc1	7	4	5	3	8	-7	-4	-0.8	0	10	0.1
CC1(C)C(N(O)C(=O)Nc2ccccc2)N(c2cccc(Cl)c2)C(=O)N1O (stereo unspecified)	5	13	8	-1	-1	-27	10	-1.7	0	.	0.1
COc1ccc(C2=CC(=O)CCC2)cc1	-5	10	-29	2	0	-10	-42	-2.5	94*	-5	0.6
O=C(NNC(=O)c1ccncc1)Nc1ccc(Cl)cc1	-17	-1	-58	.	-1	-10	-65	-2.3	-1	-7	-0.2
CCOCc1nnc(NC(=O)COc2ccc3c(c2)OCO3)s1	3	7	-2	3	5	-2	-6	-0.2	-7	-4	-0.1
O=C(COC(=O)CNC(=O)c1ccccc1F)Nc1ccc2c(c1)OCO2	-7	-1	-11	2	-1	2	-6	0.2	3	-6	0.0
CCCCOc1ccc(C(=O)NCC(=O)N2CCN(C(=O)c3ccco3)CC2)cc1	8	-10	-10	2	4	21	0	1.1	2	-5	-0.2
COCCn1c(CN2CCC(Cc3ccccc3)CC2)nc2c1c(=O)n(C)c(=O)n2C	27	-19	8	3	24	27	6	0.1	-1	-2	5.6
CC(C)(C)NC(=O)c1nc2nc(-c3ccccc3)cc(C(F)(F)F)n2n1	7	7	-9	0	-11	-4	24	-1.1	-1	-5	0.0
CC1CN(C(=O)COC(=O)/C=C/c2ccc(C(F)(F)F)cc2)CC(C)O1 (stereo unspecified)	3	-4	5	4	-4	-31	-2	-0.1	-3	-2	-0.2
Cc1ccc(-c2noc(C3CCCN(C(=O)c4cccc(F)c4)C3)n2)cc1 (stereo unspecified)	1	-8	-39	-2	-3	-7	-91	0.2	-5	-14	0.2
Cc1cccc(N2CN(Cc3ccco3)CNC2=S)c1C	2	3	1	-3	-1	1	11	2.4	-3	-6	-0.1
O=C(Nc1nnc(C2=COCCO2)o1)c1cccc(F)c1	13	3	-8	0	6	-1	-8	-0.2	-3	-6	0.1
CC(C)Cn1c(=O)c2c(nc3n2CCCN3CCc2ccccc2)n(C)c1=O	-5	-20	21	-3	0	15	14	0.0	-1	-3	4.3
Cc1nn(CC(=O)NC2C(=O)N3C(C(=O)O)=C(CSc4nnnn4C)CSC23)cc1Br (stereo unspecified)	1	4	12	3	-4	-23	16	1.5	-4	5	0.3
CCOc1ccc(S(=O)(=O)N2CCC(C(=O)NCc3ccccc3CN3CCCC3)CC2)cc1	-12	-4	-12	5	-9	4	7	1.8	-4	-2	0.1
Brc1cccc(-c2nnc3sc(CN4CCC5(CC4)OCCO5)cn23)c1	1	-9	14	-2	14	-17	21	0.9	0	-7	0.1
Cc1cc(C(=O)CN2C(=O)c3cccc(N)c3C2=O)c(C)n1Cc1cccs1	-101	-17	-294	3	-5	-143	-184	-2.5	-1	-12	0.4
O=C(CCc1nc2ccccc2c(=O)[nH]1)Nc1ccc(F)cc1	-10	-1	-42	-3	-3	6	-31	0.8	-2	-2	-0.1
CC1=C(C(=O)Nc2ccccc2)C(c2ccc(C(C)C)cc2)N2C(=O)CSC2=N1 (stereo unspecified)	16	-13	14	-1	5	-22	3	-0.4	-6	-12	0.2

Full records from above. Order of values: MITF TRPM1 inh | Vif imaging | Peg3 prom inh | NR2E3 ag-1 | PDI inh | NR2E3 ag-2 | HIF-2a block | iPSC survival up | Exocytosis inh | CaV13 ICDI inh | aDG glyco act
Cc1cc(C(=O)CN2C(=O)c3cccc(N)c3C2=O)c(C)n1Cc1cccs1 is listed with -101 | -17 | -294 | 3 | -5 | -143 | -184 | -2.5 | -1 | -12 | 0.4
CCCCOc1ccc(C(=O)NCC(=O)N2CCN(C(=O)c3ccco3)CC2)cc1 is listed with 8 | -10 | -10 | 2 | 4 | 21 | 0 | 1.1 | 2 | -5 | -0.2

(further entries)
SMILES	MITF TRPM1 inh	Vif imaging	Peg3 prom inh	NR2E3 ag-1	PDI inh	NR2E3 ag-2	HIF-2a block	iPSC survival up	Exocytosis inh	CaV13 ICDI inh	aDG glyco act
CC(C)CNC(=S)NC(=O)c1ccc(Cl)cc1	-109	-4	-307	-3	-2	-146	-263	1.2	-1	-13	-0.1
N#CC1(NC(=O)CN2c3cccc4cccc(c34)S2(=O)=O)CCCCC1	13	4	12	0	-3	0	1	-0.4	14	-4	-0.1
COc1ccccc1-n1c(C)nc2cc(C(=O)NCCN3CCOCC3)ccc21	7	-9	0	4	-8	10	14	4.4	13	1	-0.2
Cc1ccc(NC(=S)NC(=O)c2ccc(Br)o2)c(C)c1	-91	4	-296	7	22	-68	-328	0.4	-1	0	-0.1
CCOc1ccccc1CN1CCN(Cc2ccc(C)o2)C(CCO)C1 (stereo unspecified)	3	5	8	-1	-8	-9	16	-3.5	1	-3	0.6
CCN(CC)C(=O)CN(C#N)c1nc(Cl)nc(N(C)C)n1	17	1	-12	-2	0	3	16	2.7	0	-5	0.4
CCN(CC)C(=O)C(=O)N/N=C/c1ccc(F)cc1	-2	6	-1	-1	6	-24	22	-0.6	-3	3	-0.3
CC(C)CCN1CCN(Cc2coc3ccccc3c2=O)CC1CCO (stereo unspecified)	-1	7	11	-2	-5	0	7	2.4	5	-2	-0.2
COc1ccc(NS(=O)(=O)c2c(C)cc(C)cc2C)cn1	1	11	32	3	-4	2	8	-0.4	-19	-2	0.0
COc1cc(CN2CCNC(=O)C2CC(=O)NC2CCCCC2)cc(OC)c1 (stereo unspecified)	8	-2	-3	-2	3	-1	12	0.4	-2	-6	-0.2
OCC1OC(n2cnc3ncccc32)C(O)C1O (stereo unspecified)	.	6	27	.	.	-6	4	-1.2	-5	-12	0.0
NS(=O)(=O)c1ccc(CCNC(=O)c2ccncc2)cc1	5	10	0	-1	2	5	-4	0.5	9	-4	-0.1
COC(=O)C1=C(N)Oc2cc(C)[nH]c(=O)c2C1c1ccc(Cl)cc1 (stereo unspecified)	-1	1	5	-1	4	-4	13	1.3	5	-2	-0.2
COc1ccc(N2CCN(C(=O)c3ccccc3NS(=O)(=O)c3ccc(C)cc3)CC2)cc1	6	-10	23	.	-7	12	-5	-0.2	2	.	-0.1
CC(C)(C)NC(=O)c1cccc(NC(=O)Cc2cccs2)c1	8	0	-14	1	3	4	3	-0.7	-3	-4	-0.2
Cc1ccc(C)c(S(=O)(=O)N/N=C/c2cccnc2)c1	-17	5	2	-1	-2	-12	18	-1.2	2	-5	-0.1
Cc1ccccc1CNC(=O)c1cc2ccccc2o1	-9	5	-15	3	-4	-41	-44	3.2	-6	-7	0.0
Cc1ccccc1N1CC(C(=O)Nc2ccc3c(c2)OCO3)CC1=O (stereo unspecified)	-8	39	-53	0	-7	-24	-65	-0.5	4	-3	-0.1
Cc1ccc(C(O)(C(=O)NNS(=O)(=O)c2ccc(C)cc2)c2ccc(C)cc2)cc1	0	-4	12	3	-22	1	7	-0.3	0	-6	0.2
Cc1ccc(-c2cc(-c3ccco3)c3c(N)c(C(=O)NN)oc3n2)cc1	-45	-14	8	1	8	-11	-80	0.8	2	-7	-0.2
COc1cccc(OC)c1C(=O)NC(=S)Nc1ccc2c(c1)C(=O)N(C)C2=O	-4	16	9	3	-2	8	14	-0.4	-3	-3	-0.1
CCn1cc(C(=O)NCCOC)c(=O)c2ccc(C)nc21	5	24	-2	4	5	-6	5	1.7	0	-4	-0.1
CCCc1nc2ccc(C)cn2c1Cc1ccc(C)cc1	.	.	-331	.	.	-127	-228	-3.2	-3	-3	-0.2
C=CCc1cc(OC)ccc1OCCN1CC(C)OC(C)C1 (stereo unspecified)	8	-3	15	2	-3	3	8	-0.2	-6	-6	0.2
O=C(Nc1ccc(F)cc1)Nc1ccc(Cl)cn1	-87	-5	-120	0	0	-69	-216	-3.9	8	-8	0.2
COc1cccc(NC(=S)N(CCCN2CCOCC2)C(C)c2cc3ccccc3o2)c1 (stereo unspecified)	7	-2	28	2	-1	2	6	0.0	3	-6	-0.1
Nc1nnnn1/N=C/c1cc(Cl)cc(Cl)c1O	5	29	-10	0	-1	11	8	-0.7	2	-20	0.0
O=C(Cn1c(-c2cscn2)nc2ccccc21)Nc1ccc2ccccc2c1	-13	.	-13	1	-2	-1	-64	0.0	1	-7	1.0
Cc1noc2ncnc(Sc3ccccc3Cl)c12	20	5	115*	0	6	-17	67*	-3.5	4	.	0.9
Cc1cc(C(=O)NC2CCC(O)CC2)c(C)o1 (stereo unspecified)	2	-14	-2	.	1	-5	9	-0.3	-1	-2	0.0
CCOC(=O)C1=NNC(C(=O)OCC)C1C(=O)OCC (stereo unspecified)	-4	5	13	.	2	-25	14	2.8	6	-4	0.0
COc1ccccc1NC(=O)c1ccc(NS(=O)(=O)c2ccc(F)c(F)c2F)cc1	6	-8	1	-1	1	20	10	-1.6	-3	-5	0.0
COc1cccc(C2CC(=O)N3CN(c4cccc(Cl)c4C)CSC3=C2C#N)c1OC (stereo unspecified)	-12	6	-4	2	.	-14	6	27*	4	-3	-0.1
COc1cccc(-c2c(-c3cc(OC)cc(OC)c3)n(C)c3ccc(-c4ccc5[nH]ccc5c4)cc23)c1	14	0	5	3	-2	-33	6	-2.2	3	-6	0.9
Cc1cc(C)cc(NC(=O)C2CCCN(c3nc(C)cc(C)n3)C2)c1 (stereo unspecified)	23	13	9	4	3	7	15	4.4	0	-7	0.0
COc1ccc(C(C)=O)cc1Cn1c(C)c(C(=O)NC2CC2)sc1=O	.	1	-5	.	14	-13	3	5.4	-2	6	-0.1
CC1(C)CC(=O)c2sc(NC(=O)C3COc4ccccc4O3)nc2C1 (stereo unspecified)	-33	-6	-131	12	.	-97	-207	-1.6	-2	29	0.0
O=C(Cn1cc(C(F)(F)F)ccc1=O)Nc1ccc2c(c1)OCCO2	1	-1	2	.	-20	-9	6	-0.6	0	-5	-0.3
C=CCC1NS(=O)(=O)OC2CCCCC12 (stereo unspecified)	-2	3	6	1	1	0	11	-0.9	-2	-10	0.0
Cc1oc2c(CN3CCOCC3)c(O)ccc2c(=O)c1-c1ccccc1	-4	6	30	6	-4	-3	-15	-0.8	0	-8	-0.2
Cc1nnsc1C(=O)N1CCCC(C)(C(=O)NS(=O)(=O)C2CC2)C1 (stereo unspecified)	.	4	2	.	-3	11	8	-0.2	4	-4	0.6
Cc1occc1C(=O)NCc1ccco1	2	-3	2	-5	1	-34	8	-1.4	-2	-4	0.0
O=C(C[n+]1cc(-c2ccc(F)cc2)n2c1CCC2)N1c2ccccc2Sc2ccccc21	-57	-3	-311	-2	-1	-21	-283	-0.9	-1	-2	-0.3

In the list so far, these contain a thiophene ring, fused or not:
SMILES	MITF TRPM1 inh	Vif imaging	Peg3 prom inh	NR2E3 ag-1	PDI inh	NR2E3 ag-2	HIF-2a block	iPSC survival up	Exocytosis inh	CaV13 ICDI inh	aDG glyco act
Cc1cc(C(=O)CN2C(=O)c3cccc(N)c3C2=O)c(C)n1Cc1cccs1	-101	-17	-294	3	-5	-143	-184	-2.5	-1	-12	0.4
CC(C)(C)NC(=O)c1cccc(NC(=O)Cc2cccs2)c1	8	0	-14	1	3	4	3	-0.7	-3	-4	-0.2
